Compound activity deposited in PubChem by National Center for Advancing Translational Sciences (NCATS).
Pf growth 96h: Primary qHTS for delayed death inhibitors of the malarial parasite plastid, 96 hour incubation; Potency, µM (doses to about 28.7 µM), for the others: at the highest dose activity change, negative = inhibition, most hits filed as inhibitors; actives 6.9% (n = 320,000); P. falciparum luciferase reporter growth, 96 h; further: potency means the concentration at half of the fitted maximal effect; on the % scale 0 is the no-effect control and ±100 the full control effect
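P. falciparum expressing integrated firefly luciferase, in erythrocytes at 2% hematocrit, 0.05% parasitemia, incubated with compounds 96 h at 37 C, 5% CO2. Growth inhibition read as loss of luminescence; two-generation exposure targets delayed-death apicoplast inhibitors.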
FBPA Giardia inh: qHTS Assay for Inhibitors of Fructose-1,6-bisphosphate Aldolase from Giardia Lamblia. A8B2U2. purified Giardia FBPA. Potency, µM (highest dose often 59.6 µM), inactives show at the highest dose activity, negative = inhibition, actives largely listed as inhibitors. actives 0.71% (n = 290,000); further: potency means the concentration at half of the fitted maximal effect; on the % scale 0 is the no-effect control and ±100 the full control effect; nearly all actives have a fitted effect of over 55% in size
Target sequence (A8B2U2 whole entry, looked up): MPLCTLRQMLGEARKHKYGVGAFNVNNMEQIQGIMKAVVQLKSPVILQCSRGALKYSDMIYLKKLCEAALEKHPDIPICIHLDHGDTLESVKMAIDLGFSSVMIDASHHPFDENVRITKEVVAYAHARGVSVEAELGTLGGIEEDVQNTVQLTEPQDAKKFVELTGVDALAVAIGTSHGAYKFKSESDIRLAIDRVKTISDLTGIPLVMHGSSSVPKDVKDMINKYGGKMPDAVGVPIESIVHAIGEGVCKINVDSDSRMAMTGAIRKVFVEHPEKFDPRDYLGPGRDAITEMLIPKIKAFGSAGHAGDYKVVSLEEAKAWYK
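Giardia FBPA (40 nM reagent) was preincubated 10 min at RT with compound (up to 57.5 uM final), then substrate plus GAPDH/TPI/NAD/arsenate coupling system with diaphorase/resazurin was added; resorufin fluorescence (525/598 nm) was read after 20 min.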
Shiga toxin inh: A qHTS for Small Molecule Inhibitors of Shiga Toxin; actives 9.2% (n = 290,000); AID 2315, 2010; inhibition, % at 38.7 µM; Vero cells, Shiga toxin protein synthesis inhibition reporter; in the data active means inhibition mostly above about 28%, no sharp cut-off; inactive means mostly below about 43%; further: 0% is about no effect
HCV inh: qHTS Assay for Inhibitors of Hepatitis C Virus (HCV); Huh7.5.1 HCVcc-Cre infection, luciferase reporter, 44 h; Potency, µM (top dose mostly 41.8 µM), without a hit: top-dose activity change, negative = inhibition, actives largely listed as inhibitors; actives 3.4% (n = 340,000); further: potency means the concentration at half of the fitted maximal effect; on the % scale 0 is the no-effect control and ±100 the full control effect
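After 44 h co-culture of compound, cells and HCVcc-Cre (~0.5 moi), substrate is added for 15 min at room temperature and luciferase measured over 15 sec. Cells were seeded at 1,000/well and pre-cultured 4 h.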
Cycloheximide cs: Cycloheximide Counterscreen for Small Molecule Inhibitors of Shiga Toxin | cell reporter, cycloheximide protein synthesis inhibition counterscreen | actives 12% (n = 300,000) | max response, %; in the data active means max response mostly above about 13%, no sharp cut-off; inactive means mostly below about 14%; further: read at 38.3 µM for the half of the compounds with a filed dose; 0% is about no effect
Pf growth 48h: Primary qHTS for delayed death inhibitors of the malarial parasite plastid, 48 hour incubation; AID 504832, 2011; actives 5.9% (n = 310,000); Potency, µM (top dose mostly 28.7 µM), for inactives: at the top dose activity change, negative = inhibition, hits mostly inhibitors; P. falciparum luciferase growth in erythrocytes, 48 h; further: potency means the concentration at half of the fitted maximal effect; on the % scale 0 is the no-effect control and ±100 the full control effect
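A one-generation exposure of luciferase-tagged malaria parasites in RPMI 1640/Albumax erythrocyte culture, 37 C and 5% CO2. Inhibition is inferred from decreased luminescence after adding detection reagent.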
Numbers without * were called inactive; u = inconclusive; x = not tested or not shown; & = joins results of further samples; [ ] = dose if it differs, or a comment. Unless noted, the call rests on the fitted dose curve; in most records, active means well fitted curve in the direction sought with a large enough effect; inconclusive means small, poorly fitted or top-dose-only effect, or another doubt; inactive means no such curve, though single readings can be large; an effect the other way counts as inactive or inconclusive.

SMILES	Pf growth 96h	FBPA Giardia inh	Shiga toxin inh	HCV inh	Cycloheximide cs	Pf growth 48h
CCC(C)NS(=O)(=O)c1ccc(OCC(=O)Nc2ccc(F)cc2F)cc1 (stereo not drawn)	-19%	2%	-11	4%	-3	-23%
Cc1ccc(NC(=O)CC(NCCN2CCOCC2)C(=O)O)cc1Cl (stereo not drawn)	10%	-4%	-17	15%	12	15%
CC1CC(C(F)F)n2nc(C(=O)O)cc2N1 (stereo not drawn)	28%	-11%	-6	11%	12	x
O=C(O)CCSCCC(=O)O	8%	1%	-21	8%	-3	6%
C/C(N)=C(/C#N)C(=O)CSc1nnc(COc2cc(C)ccc2C)o1	86%[activator]	x	11	-3%	6	3%
CCCn1cc(CN2CCC(Oc3ccc(C(=O)N4CCCC4)cc3)CC2)c(C)n1	10µM*	x	-3	-3%	2	-16%
COc1ccc(-c2cc(C(=O)Nc3cccc(S(=O)(=O)NCc4ccco4)c3)c3ccccc3n2)cc1OC	u	-7%	41	u	21*	2.1µM*
Cc1ccc(N2C(=O)[C@@H]3C(C(=O)C(c4ccccc4)c4ccccc4)=NN[C@@H]3C2=O)cc1	u	-5%	-4	5%	-1	-6%
CC(C)C[C@H](NC(=O)c1[nH]cnc1C(=O)N[C@@H](C)c1ccccc1)C(=O)OC(C)(C)C	u	u	1	1%	6	u
COCCNC(=O)NC(=O)CN1CCN(C(c2ccccc2)c2ccccc2)CC1	u	3%	18	-27%	-3	u
Cc1cc(C)n2ncc(C(=O)NCc3ccc(Cl)cc3)c2n1	u	-2%	-7	-20%	19	x
CC1=NN(C(=O)Cn2nc([N+](=O)[O-])c(Br)c2C)C(O)(C(F)(F)F)C1 (stereo not drawn)	-17%	5%	-2	35%[activator]	-5	25%
CC(C)Oc1ccc(CCc2n[nH]c(=S)n2Cc2ccccc2)cc1	2.1µM*	0%	-11	u	-2	2.1µM*
CCOC(=O)C1CCCCN1Cc1cccc(C(F)(F)F)c1 (stereo not drawn)	-23%	-5%	3	10%	-3	x
Cc1nnc(SCC(=O)NC2CCCc3c2cnn3-c2ccc(F)cc2F)o1 (stereo not drawn)	u	x	-6	-8%	7	-20%
CCOC(=O)C1=C(N)Oc2cc(O)ccc2C1c1ccc(C)cc1 (stereo not drawn)	u	2%	-17	22%	-1	17%
CC1Nc2ncnc(N3CCN(c4ccccc4)CC3)c2N(Cc2ccc(Cl)cc2)C1=O (stereo not drawn)	13µM*	x	x	u	x	8.3µM*
CCOc1ccc(C(=O)Nc2ccc3nc(N4CCN(CC)CC4)cc(C)c3c2)cc1	18%	3%	-17	u	-8	2.3µM*
COc1ccc(Cl)cc1S(=O)(=O)N1CCC(C(=O)NCc2ccccn2)CC1	-1%	x	x	21%	x	u
O=C(CC1C(=O)NCCN1Cc1ccccc1)NCCCOc1cccnc1 (stereo not drawn)	3%	-6%	-7	1%	7	16%

Already shown: entries from further up.
SMILES	Pf growth 96h	FBPA Giardia inh	Shiga toxin inh	HCV inh	Cycloheximide cs	Pf growth 48h
CCC(C)NS(=O)(=O)c1ccc(OCC(=O)Nc2ccc(F)cc2F)cc1 (stereo not drawn)	-19%	2%	-11	4%	-3	-23%
Cc1ccc(NC(=O)CC(NCCN2CCOCC2)C(=O)O)cc1Cl (stereo not drawn)	10%	-4%	-17	15%	12	15%
CC1CC(C(F)F)n2nc(C(=O)O)cc2N1 (stereo not drawn)	28%	-11%	-6	11%	12	x
O=C(O)CCSCCC(=O)O	8%	1%	-21	8%	-3	6%
C/C(N)=C(/C#N)C(=O)CSc1nnc(COc2cc(C)ccc2C)o1	86%[activator]	x	11	-3%	6	3%

(further entries)
SMILES	Pf growth 96h	FBPA Giardia inh	Shiga toxin inh	HCV inh	Cycloheximide cs	Pf growth 48h
O=C1OCC/C1=C\c1ccccc1O	-27%	5%	2	u	-3	x
COc1ccc(NC(=O)COC(=O)c2ccc(-n3cnnn3)cc2)cc1Cl	3%	x	x	u	x	0%
Cc1cc(N2CCN(c3cccc(C(F)(F)F)c3)CC2)n2nc(C)nc2n1	u	-1%	-9	u	-2	u
CCN1C[C@]2(COC)CC[C@H](O)[C@]34C1[C@](O)([C@@H](OC)[C@H]23)[C@@]1(O)C[C@H](OC)[C@H]2C[C@@H]4[C@@H]1[C@H]2OC	5%	x	x	13%	x	8%
CCN(C1CCCCC1)S(=O)(=O)c1ccc(S(=O)(=O)N2CCN(CCC#N)CC2)cc1	6.6µM*	2%	14	-7%&6%	0	u
CC(C)(C)n1nnnc1C(c1cccs1)N1CCCC2(CCCCC2)C1 (stereo not drawn)	u	-3%	-2	6%	-4	5.2µM*
O=C(CN1CCN(S(=O)(=O)c2ccccc2[N+](=O)[O-])CC1)Nc1ccc(N2CCOCC2)cc1	u	-8%	9	-12%	3	u
CCOc1ccc(CN(C)CC(=O)Nc2cc(C)c(C)cc2[N+](=O)[O-])cc1	u	-4%	45	-15%	2	-40%
Cc1ccc2c(c1)N(Cc1cccc(Cl)c1)C(=O)c1cccnc1O2	u	16%	7	u	-2	u
O=C1Nc2ccccc2C(O)(C(=O)NCc2ccco2)N1c1ccc(Cl)c(Cl)c1 (stereo not drawn)	11%	-8%	-19	2%	3	-5%
Cc1ccc2nc(Nc3nc(CSc4nnnn4-c4ccccc4)cc(=O)[nH]3)nc(C)c2c1	50%[activator]	5%	-9	u	-3	x
Cc1cccc(Oc2nc3c(c(=O)n(C)c(=O)n3C)n2C)c1	39%[activator]	6%	-15	38%[activator]	-1	4%
Cn1c(=O)[nH]c(=O)c2c1nc(Sc1ccccc1)n2CCc1ccccc1	-19%	2%	-9	9%	-9	x
COc1ccc(N=c2oc3c(OC)cccc3cc2C(=O)NCc2ccco2)c(OC)c1	-9%	-14%	60	u	23*	12%
NS(=O)(=O)c1ccc(CCNC(=O)CSc2nc3ccccc3c3nc(CCN4CCCCC4)nn23)cc1	-16%	-6%	-2	5%	12	-11%
Cn1cnc(S(=O)(=O)N2CCN(C(c3ccc(F)cc3)c3ccc(F)cc3)CC2)c1	-18%	3%	-6	8%	0	-18%
Cc1ccccc1C(=O)NCCOc1ccccc1Cl	-23%	0%	x	9%	36*	233%[activator]
COc1ccc(NC(=O)CSc2nncs2)cc1S(N)(=O)=O	-6%	2%	24	7%	15	32%[activator]
Cc1ccc2c(c1)N(CC(=O)Nc1c(C)cccc1C)C(=O)c1cccnc1O2	u	18%	3	9%	-3	-17%
c1ccc(CN2CCCC3(CCCN(Cc4nc(CC5CC5)no4)C3)C2)cc1 (stereo not drawn)	283%[activator]	-1%	-8	10%	1	-11%

Structures shown so far containing a tert-butyl group:
SMILES	Pf growth 96h	FBPA Giardia inh	Shiga toxin inh	HCV inh	Cycloheximide cs	Pf growth 48h
CC(C)C[C@H](NC(=O)c1[nH]cnc1C(=O)N[C@@H](C)c1ccccc1)C(=O)OC(C)(C)C	u	u	1	1%	6	u
CC(C)(C)n1nnnc1C(c1cccs1)N1CCCC2(CCCCC2)C1 (stereo not drawn)	u	-3%	-2	6%	-4	5.2µM*

Profiles as entered above.
Record of CCOc1ccc(CN(C)CC(=O)Nc2cc(C)c(C)cc2[N+](=O)[O-])cc1 → Pf growth 96h: u; FBPA Giardia inh: -4%; Shiga toxin inh: 45; HCV inh: -15%; Cycloheximide cs: 2; Pf growth 48h: -40%
Record of NS(=O)(=O)c1ccc(CCNC(=O)CSc2nc3ccccc3c3nc(CCN4CCCCC4)nn23)cc1 → Pf growth 96h: -16%; FBPA Giardia inh: -6%; Shiga toxin inh: -2; HCV inh: 5%; Cycloheximide cs: 12; Pf growth 48h: -11%

Other records:
SMILES	Pf growth 96h	FBPA Giardia inh	Shiga toxin inh	HCV inh	Cycloheximide cs	Pf growth 48h
CC(C)(C)c1ccc(C(=O)NCCC(=O)Nc2ccc3c(c2)OCCO3)cc1	-6%	x	x	3%	x	u
CC1CC(C)CN(S(=O)(=O)c2ccc3c(c2)CCN3C(=O)C2CC2)C1 (stereo not drawn)	u	x	1	u	-2	-18%
CP(=O)(O)CCCN	19%	-5%&-3%&3%	-14	17%	-1	4%
CCC(=O)Oc1oc(-c2ccccc2)nc1C=Nc1ccccc1OC	x	-14%	-6	13%	3	-1%
Cc1cc(Nc2ccc(F)cc2F)n2nc(C)nc2n1	18%	-3%	0	-24%	-2	-6%
O=C(CC1C(=O)NCCN1Cc1ccccc1C(F)(F)F)NC1CCC1 (stereo not drawn)	23%	x	-3	u	1	u
O=C(COC(=O)[C@H](Cc1ccccc1)NC(=O)c1cccs1)NC1CCCCC1	60%[activator]	-2%	5	9%	9	20%
COc1ccc(-n2ncc3c(Nc4cccc(C)c4)ncnc32)cc1	20%[5.75 µM]	u	109*	u	15*	65%[activator]
N#C/C(=C\c1ccco1)Sc1nc2ccccc2s1	14%	-17%	39*	-27%	69*	25%
COC(=O)c1sccc1NC(=O)c1cc2c(s1)CCCC2	x	-7%	-10	1%	13*	12%
C1CC2CN(c3nc4nonc4nc3N3CCSCC3)CCN2C1 (stereo not drawn)	88%[activator]	1%	-2	16%	-1	-4%
CN(C)c1ccc(/C=N\Nc2nc(-c3ccccc3)cc(=O)[nH]2)cc1	2.3µM*	1%	-19	4%	-1	2.3µM*

Molecules from the list above that contain a COOH group, in the order listed:
SMILES	Pf growth 96h	FBPA Giardia inh	Shiga toxin inh	HCV inh	Cycloheximide cs	Pf growth 48h
Cc1ccc(NC(=O)CC(NCCN2CCOCC2)C(=O)O)cc1Cl (stereo not drawn)	10%	-4%	-17	15%	12	15%
CC1CC(C(F)F)n2nc(C(=O)O)cc2N1 (stereo not drawn)	28%	-11%	-6	11%	12	x
O=C(O)CCSCCC(=O)O	8%	1%	-21	8%	-3	6%
